# Mtb RmlCD inh – M. tuberculosis RmlC/RmlD inhibition; P9WH09+P9WH11; actives 0.03% (n = 160,000); RmlC+RmlD coupled enzyme assay, percent inhibition; primary screen in compound mixtures; inhibition, % at 3.6 µM; AID 1533; in the data active = inhibition mostly above about 34%, no sharp cut-off; inconclusive = no clear call, values can overlap the other calls; inactive = mostly below about 22%; note: some results filed as inactive read as strong as hits
# Target sequence (P9WH09 whole entry, looked up): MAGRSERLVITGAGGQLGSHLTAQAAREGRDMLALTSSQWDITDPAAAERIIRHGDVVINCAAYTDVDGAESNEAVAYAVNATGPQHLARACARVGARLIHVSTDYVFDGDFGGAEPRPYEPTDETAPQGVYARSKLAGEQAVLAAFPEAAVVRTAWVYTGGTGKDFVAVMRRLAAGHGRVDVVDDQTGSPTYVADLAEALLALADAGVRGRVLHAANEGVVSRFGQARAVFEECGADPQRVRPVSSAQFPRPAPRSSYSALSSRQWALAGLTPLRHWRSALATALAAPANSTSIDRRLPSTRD
# Target sequence (P9WH11 whole entry, looked up): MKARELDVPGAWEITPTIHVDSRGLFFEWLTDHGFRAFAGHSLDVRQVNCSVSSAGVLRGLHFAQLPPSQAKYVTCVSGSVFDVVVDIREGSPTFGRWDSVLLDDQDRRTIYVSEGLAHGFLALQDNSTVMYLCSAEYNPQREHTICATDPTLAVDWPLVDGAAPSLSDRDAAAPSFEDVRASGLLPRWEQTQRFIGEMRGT
# M. tuberculosis GlmU – inhibition of mycobacterial GlmU enzyme – biochemical, glucosamine-1-phosphate acetyltransferase (AID 1376); M. tuberculosis GlmU acetyltransferase enzyme assay; higher % means a stronger effect; one-dose inhibition, %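 (tested at 30 µM in the primary screen)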; IC50 in µM for titrated hits; actives 0.25% (n = 220,000); in the data active = inhibition above about 13%; inconclusive = no clear call, values can overlap the other calls;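 note: 0% = complete reaction with vehicle and 100% = reaction without substrate; strong numbers were not always called active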
# * marks the source's active call; other numbers are inactive results; ? = inconclusive; nt = not tested or not shown.
SMILES,Mtb RmlCD inh,M. tuberculosis GlmU
CCOC(=O)C1CNc2cc(S(=O)(=O)CC)ccc2O1 (stereo not given),-5,-2.9%
COc1ccc(OC)c(S(=O)(=O)N2CCCC(C)C2)c1 (stereo not given),-3,nt
NC1=NC2(CCCCC2)N=C(Nc2ccc(Br)cc2)N1,11,-11%
CCOc1ccccc1NC(=S)Nc1ccc2cn[nH]c2c1,nt,3.8%
C=CCn1c(SCC(=O)c2ccc(OC)cc2)nnc1C(C)NC(=O)c1cccs1 (stereo not given),3,3.5%
O=c1[nH]c(=S)[nH]c2[nH]c(=S)[nH]c12,9,3.8%
CC(=O)Nc1ccc(CN2CCN(Cc3ccc(C)cc3)C(CCO)C2)cc1 (stereo not given),5,1.1%
COc1ccc(NC(=O)c2ccccn2)cc1,nt,3.7%
CCN1CCN(CCCN(Cc2ccco2)C(=S)Nc2ccc(Cl)c(C)c2)CC1,13,-1.0%
CCOc1ccccc1C(=O)N(CN1CCCC1=O)c1cccc(Cl)c1,nt,1.8%
COc1ccc(Nc2nc3ccc(C)cn3c(=O)c2/C=N/O)cc1,-1,-1.9%
CC(C)C(=O)N1CCN(c2ccc([N+](=O)[O-])cc2Cl)CC1,3,-2.4%
COc1ccc(CCN2C(=O)NC(NC(=O)CC(C)C)(C(F)(F)F)C2=O)cc1OC (stereo not given),6,0.3%
Cc1cc2cc(CNC(=O)c3ccc(S(=O)(=O)N4CCCCC4)cc3)ccc2[nH]1,10,3.1%
CCN(CC)S(=O)(=O)c1ccc(NN=C2CCN(C)CC2)c([N+](=O)[O-])c1,-21,-1.6%
CC(=O)c1ccc(NC(=O)C(=O)c2cn(CC(=O)N3CCCCC3)c3ccccc23)cc1,9,-3.2%
CCOC(=O)C1=C(C)NC(=O)CC1c1cc(OC)c(OC)cc1Br (stereo not given),6,0.8%
Cc1ccc(NC(=O)CC(NCCN2CCOCC2)C(=O)O)cc1Cl (stereo not given),nt,-6.5%
COc1ccc(CCNC(=O)C/C(C)=N/NC(=O)c2ccc(N)cc2)cc1OC,nt,0.8%
O=[N+]([O-])c1cccc(Cl)c1CSc1ccccn1,8,-1.2%
CCOC(=O)CSc1nc(-c2ccccn2)ncc1OC,-5,1.4%
CCCn1c(=S)[nH]c2ccc(C(F)(F)F)cc21,5,9.6%
COc1cccc(NC(=O)CN2C(=O)COc3ccc(Cl)cc32)c1,7,0.0%
O=C(NCCc1csc(-c2cccnc2)n1)c1ccc(Br)o1,7,0.3%
Cc1ccc(-c2ccc(C(=O)O)[nH]2)cc1,nt,3.5%
COc1cc(/C=C/C(=O)OCC(=O)NCCN2C(=O)CSC2=O)ccc1OC(F)F,15,3.8%
O=C(CCCSc1nc2ccccc2[nH]1)NCc1ccccc1Cl,-11,-5.0%
COCCN(CCOC)c1ncnc2c1cnn2-c1ccc(Cl)cc1,12,0.7%
O=C(/C=C/c1cccs1)Nc1scc(-c2ccccc2)c1C(=O)O,-4,11%
COc1ccc(CCNC(=O)CC2Oc3ccc(Cl)cc3NC2=O)cc1OC (stereo not given),-9,3.2%
CCN1CCN(c2ccc(N)c(C)c2)CC1,3,-5.3%
CN1CCN(Cc2nc3ccccc3n2C)CC1,nt,-1.0%
Cc1ccc2c(c1)c(C1=NC(=S)NC1=O)c(O)n2C,10,-7.6%
Cc1ccsc1/C=N/Nc1ncc(Cl)cc1Cl,5,-1.8%
CC(=O)C1=C(C)NC(C)=C(C(C)=O)C1c1cccs1,12,1.4%
CCN(C(=O)c1cn(C)c(=O)c2cc(OC)c(OC)cc12)c1cc(OC)ccc1OC,nt,-0.7%
O=C(CCCN1C(=O)/C(=C\c2ccco2)SC1=S)Nc1ccc2ccccc2c1,nt,-0.2%
Cc1ccccc1/C=C1\OC(=O)c2ccccc21,-5,1.2%
CCC(C)n1c(NC(=O)c2ccccc2)c(C#N)c2nc3ccccc3nc21 (stereo not given),nt,5.9%
Cc1cc(NCc2ccncc2)ccc1Br,6,11%
COc1ccccc1C(=O)N1C(CC(=O)Nc2cc(Cl)ccc2C)C(=O)NC2CCCCC21 (stereo not given),nt,-9.5%
Cc1cc(C)cc(NC(=O)CSc2nc(CSc3ccc(Cl)cc3)cc(=O)[nH]2)c1,6,2.4%
OC(COc1ccccc1)CN1CCN(CC(O)COc2ccccc2)CC1 (stereo not given),6,1.1%
CCCn1nnc(NC(=O)C(c2ccccc2)c2ccccc2)n1,?,3.0%
O=S(=O)(NCCC1CC1(Cl)Cl)c1ccccc1 (stereo not given),?,nt
N=c1sccn1CC(=O)Nc1cc(Cl)ccc1[N+](=O)[O-],nt,-4.8%
Cc1ccc(C(=O)NCC(=O)OCC(=O)Nc2ccc(Cl)cc2C(F)(F)F)cc1C,41,-6.0%
Cc1ccc(N2CC(=O)N(c3ccc(C)cc3)CC2=O)cc1,-16,-1.9%
O=C(c1cc([N+](=O)[O-])cc([N+](=O)[O-])c1)N1CCN(C(=O)c2ccco2)CC1,27,7.1%
COc1cc(S(=O)(=O)N(Cc2ccc(C)cc2)Cc2ccco2)ccc1-n1cnnn1,-2,4.3%
COc1ccccc1-c1nnc2n1N=C(C)CS2,nt,3.4%
O=C(Nc1ccc(Cl)cc1)N1CCC(CO)(Cc2ccccc2)CC1,-6,-5.3%
Cc1ccc([N+](=O)[O-])cc1NC(=O)CN1CCCCC1,nt,1.7%
CC(C)[C@H](NC(=O)OCc1ccccc1)C(=O)OCC(=O)Nc1c(F)cccc1F,1,1.6%
CCS(=O)(=O)CCSc1nc(C)cc(C)n1,nt,-4.6%
COc1cc(CN2C(=S)NC(C)(C)CC2(C)O)cc(OC)c1 (stereo not given),7,0.9%
COc1ccc(C(=O)CSc2nnc(-c3cc4ccccc4cc3O)n2Cc2ccco2)cc1,nt,4.9%
COCCCNC(=O)C(=O)N/N=C/c1ccc(OCC(=O)Nc2cccc(Cl)c2C)c(OC)c1,-3,-2.6%
Cc1ccc(NC(=O)C(OC(=O)c2ccccc2Cl)c2ccccc2)cc1Cl (stereo not given),nt,-2.7%
O=[N+]([O-])c1ccccc1/C=N/NC1=NS(=O)(=O)c2ccccc21,6,-2.5%
# More entries.
SMILES,Mtb RmlCD inh,M. tuberculosis GlmU
COC(=O)c1ccccc1NC(=S)N(Cc1ccc2c(c1)OCO2)Cc1cc2cc(OC)ccc2[nH]c1=O,33,-2.9%
Cc1sc(NC(=S)NC(=O)C2CCCCC2)c(C(N)=O)c1C,1,1.6%
Cc1nn(Cc2ccc(C(=O)NN)o2)c(C)c1Cl,9,nt
O=C1c2ccccc2C(Nc2ccccc2)N1c1ccc(Cl)cn1 (stereo not given),9,-0.7%
Nc1nnc(Cc2ccc(F)cc2)s1,15,5.6%
CCOc1ccc(CC(=O)Nc2c(C(N)=O)oc3ccc(Br)cc23)cc1OCC,2,0.1%
CCOc1ccccc1C(=O)Nc1cc(OC)ccc1OC,8,4.8%
CCn1c(C)nc2cc(C(=O)NNS(=O)(=O)c3ccc(C)cc3C)ccc21,nt,0.6%
C=CCN(CC=C)CCOc1cccc2ccccc12,-9,-1.5%
Nc1ccc(-n2nncc2-c2ccccc2)cc1,nt,3.4%
Cc1ccccc1Nc1nc(N)nc(CSc2ccccc2)n1,98,1.8%
COC(=O)c1c(-c2ccc(C)cc2)csc1NC(=S)NC(=O)c1ccc(F)cc1,1,8.5%
NC(=O)c1oc2ccccc2c1NC(=O)CCc1ccccc1,nt,-4.3%
CCN(CC)c1ccc(/C=N/N2CCOCC2)cc1,9,-0.8%
CCn1c(SCC(=O)N2CCc3ccccc32)nnc1-c1ccco1,-12,-3.5%
CC(C)C1C(C#N)=C(N)SC(N)=C1C#N,nt,2.7%
Cc1ccc(-c2nnc(SCC(=O)N3c4ccccc4NC(=O)C3(C)C)n2N)cc1,14,0.8%
N=c1c2c(n(Cc3ccccc3)c3c1CCC3)CCC2,nt,0.8%
COc1ccc(NC(C#N)c2ccccc2OCc2ccccc2)cc1 (stereo not given),-10,1.2%
CCOC(=O)c1c(CN(C)C)oc2cc(CN(C)C)c(O)c(CSc3ccccc3)c12,14,-2.1%
Cn1c(Cc2ccccc2)nnc1SCC(=O)NCCc1ccccc1,-8,1.8%
Cc1ccc(SCCC(=O)N2CCC(C)CC2)cc1,nt,-5.7%
C=CCc1c(N(CC)CC)nc(C)[nH]c1=O,22,5.2%
CCN(CC)CCCNC(=O)CC1Sc2ccccc2NC1=O (stereo not given),-4,3.2%
COc1ccc(Br)cc1CNCCSc1nnnn1C,nt,-2.1%
O=c1oc2c(-c3ccc([N+](=O)[O-])cc3)cc(O)cc2s1,-5,2.2%
Cc1cc(SCC(=O)NC(=O)NCc2ccco2)nc2ccccc12,nt,-2.1%
Oc1c(CN2CCCCC2)cc(Br)c2cccnc12,nt,-6.5%
CCOc1ccc(C2CC(=O)c3c([nH]c(C(=O)OC)c3C)C2)cc1OC (stereo not given),7,-7.4%
Cc1cc(C(F)F)n2ncc(C(=O)NC3CCCCCC3)c2n1,-2,0.7%

# Grouped by structure, those above containing a nitro group on carbon (8)
SMILES,Mtb RmlCD inh,M. tuberculosis GlmU
CC(C)C(=O)N1CCN(c2ccc([N+](=O)[O-])cc2Cl)CC1,3,-2.4%
CCN(CC)S(=O)(=O)c1ccc(NN=C2CCN(C)CC2)c([N+](=O)[O-])c1,-21,-1.6%
O=[N+]([O-])c1cccc(Cl)c1CSc1ccccn1,8,-1.2%
N=c1sccn1CC(=O)Nc1cc(Cl)ccc1[N+](=O)[O-],nt,-4.8%
O=C(c1cc([N+](=O)[O-])cc([N+](=O)[O-])c1)N1CCN(C(=O)c2ccco2)CC1,27,7.1%
Cc1ccc([N+](=O)[O-])cc1NC(=O)CN1CCCCC1,nt,1.7%
O=[N+]([O-])c1ccccc1/C=N/NC1=NS(=O)(=O)c2ccccc21,6,-2.5%
O=c1oc2c(-c3ccc([N+](=O)[O-])cc3)cc(O)cc2s1,-5,2.2%

# (list continues)
SMILES,Mtb RmlCD inh,M. tuberculosis GlmU
CCOc1ccc(OCC(=O)Nc2ccccc2C(F)(F)F)cc1,-3,-2.4%
O=c1c(-c2ccc(O)cc2)coc2cc(O)cc(O)c12,nt,-2.7%
CNC(=O)c1[nH]cnc1C(=O)Nc1ccc(OC)cc1,10,-2.3%
O=c1cc(-c2ccccc2)oc2cc(OCc3ccccc3)cc(O)c12,5,-6.1%
NC(=S)Nc1cccc(F)c1,-11,-0.3%
CC(NC(=O)CCc1nnc(C2(c3ccc(Cl)cc3)CCC2)o1)C1CC1 (stereo not given),nt,5.7%
CSc1nc2ncc(C#N)cn2n1,-9,-5.1%
COCCCNC(=S)Nc1ccccc1[N+](=O)[O-],nt,-2.8%
CN(C)c1cccc(C(=O)OCC(=O)Nc2ccccc2Sc2ccccc2)c1,-10,-5.9%
CC(C)CC(C(=O)N1CCOCC1)N1Cc2ccccc2C1=O (stereo not given),4,10%
COC(=O)C(C(=O)NCC1CCCO1)C1CCCC1 (stereo not given),9,-2.8%
O=C(NCc1cccs1)C1CCCCC1,3,-1.5%
Cc1c(C(=O)Nc2ccncc2)sc2nc(-c3ccc(F)cc3)cn12,19,-0.4%
CCCN(Cc1cc2ccc(C)cc2[nH]c1=O)S(=O)(=O)c1ccccc1,1,-4.1%
COc1ccc2c(c1)nc(SCC(=O)c1ccc(Br)s1)n2C,5,0.6%
Cc1ccc(C(=O)NC(=S)Nc2c(C)ccc3nsnc23)cc1,-5,-2.2%
COc1ccc(C#Cc2c(-c3ccsc3)oc3ccc(N4CCOCC4)cc23)cc1,nt,-0.2%
O=C(O)CC(c1cccc(C(F)(F)F)c1)N1CCS(=O)(=O)CC1 (stereo not given),3,7.3%
COc1ccc(OC)c(C2CC(=O)Nc3cc(OC)c(OC)c(OC)c32)c1 (stereo not given),-7,1.5%
COC(=O)CNc1c(-c2ccccn2)nc2ccc(Br)cn12,-13,0.6%
CN(c1ccccc1)S(=O)(=O)c1cccc(NC(=O)CCN2C(=O)C3CCCCC3C2=O)c1 (stereo not given),-7,-0.1%
CC1=C(C(=O)c2ccccc2)C(c2ccc(OC(F)F)cc2)NC(=S)N1 (stereo not given),-5,3.9%
CC(Sc1nnc(COc2ccc3ccccc3c2)n1C)C(=O)O (stereo not given),nt,3.1%
CCOc1ccc(NS(=O)(=O)N(C)C)cc1,10,-0.9%
COCCNC(=O)CCc1nc(-c2ccccc2)no1,-8,-6.2%
CC1CC(C)CN(C(=O)c2ccc(C#N)cc2)C1 (stereo not given),nt,-6.0%
COc1ccc(NC(=O)Cn2nnc(C(=O)NCc3cccc(OC)c3)c2N)cc1,-13,-0.7%
O=C1CCCN1c1ccc(S(=O)(=O)Nc2ccc3c(c2)OCCO3)cc1,nt,-3.8%
CSCCNC(=O)Nc1c(-c2c(Cl)cccc2Cl)noc1C,-6,7.3%
CCOC(=O)c1cnn(-c2cc(C(C)(C)C)nc3c(-c4ccccc4)c(C)nn23)c1N,?,3.1%
Cc1ccc(S(=O)(=O)c2cc(O)ccc2O)cc1C,3,5.3%
CC(C)(C)OC(=O)N1CCC(C(=O)N[C@@H](Cc2ccccc2)C(=O)O)CC1,-12,2.6%
CCCc1c(C(=O)Nc2ccc(F)cc2)cnn1-c1ccccc1,2,-1.1%
COc1ccc(/C=N/NC(=O)c2c(C)n(C)c3ccc(OC)cc23)c(OC)c1,1,2.1%

# A second format for some results above:
Molecule | Mtb RmlCD inh | M. tuberculosis GlmU
Cc1ccc(S(=O)(=O)c2cc(O)ccc2O)cc1C | 3 | 5.3%
CC(C)(C)OC(=O)N1CCC(C(=O)N[C@@H](Cc2ccccc2)C(=O)O)CC1 | -12 | 2.6%
CCCc1c(C(=O)Nc2ccc(F)cc2)cnn1-c1ccccc1 | 2 | -1.1%
COc1ccc(/C=N/NC(=O)c2c(C)n(C)c3ccc(OC)cc23)c(OC)c1 | 1 | 2.1%

# Compound activity from PubChem BioAssay.

# An excerpt; the hit share may differ from the screen's.
